hIAP block: human IAP inhibition | inhibition, % at 10 µM | P09923 | purified IAP, CDP-Star luminescence, 30 min | 0.12% of 330,000 active;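 active = inhibition reaching a set limit with compound at 10 µM in the primary screen, cut at about 35% in these data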;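 note: plate controls were DMSO wells with enzyme for no effect and no-enzyme buffer wells for full effect; values of inactives mirror those of a sister screen read the other way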
Target sequence (P09923 whole entry, looked up): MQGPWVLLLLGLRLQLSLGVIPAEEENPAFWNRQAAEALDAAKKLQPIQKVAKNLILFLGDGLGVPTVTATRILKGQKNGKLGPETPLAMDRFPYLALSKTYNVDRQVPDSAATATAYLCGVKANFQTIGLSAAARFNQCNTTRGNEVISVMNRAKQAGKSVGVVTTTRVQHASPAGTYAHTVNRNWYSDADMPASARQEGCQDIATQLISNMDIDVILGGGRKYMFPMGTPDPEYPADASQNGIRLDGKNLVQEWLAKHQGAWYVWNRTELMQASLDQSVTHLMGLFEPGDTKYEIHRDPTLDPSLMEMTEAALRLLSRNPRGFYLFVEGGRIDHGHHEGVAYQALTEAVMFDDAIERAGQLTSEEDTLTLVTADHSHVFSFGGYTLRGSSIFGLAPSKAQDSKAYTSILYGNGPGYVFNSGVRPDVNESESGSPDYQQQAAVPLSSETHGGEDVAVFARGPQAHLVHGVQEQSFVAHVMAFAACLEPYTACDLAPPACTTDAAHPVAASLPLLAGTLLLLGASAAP
hIAP act: increases human intestinal alkaline phosphatase activity; P09923; purified human IAP, CDP-Star luminescence, 30 min; stronger effect = higher value; 1 = vehicle-only enzyme, 0 = enzyme-free background; activation factor at 10 µM; 0.16% of 330,000 active;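 active = activation factor of the enzyme at least 2-fold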; note: the source names both 10 and 20 µM as test concentration; values of inactives mirror those of a sister screen read the other way
APOBEC3A inh: human APOBEC3A DNA deaminase inhibition; recombinant A3A, FAM/TAMRA ssDNA deamination fluorescence; 0.41% of 330,000 active; inhibition, % at 20 µM;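 active = at least 40% inhibition at 20 µM here, with at most 30% in a related deaminase screen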;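 note: plate controls were A3A with DMSO for no effect and wells lacking A3A enzyme for full effect; some results filed as inactive read as strong as hits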
Target sequence (P31941 whole entry, looked up): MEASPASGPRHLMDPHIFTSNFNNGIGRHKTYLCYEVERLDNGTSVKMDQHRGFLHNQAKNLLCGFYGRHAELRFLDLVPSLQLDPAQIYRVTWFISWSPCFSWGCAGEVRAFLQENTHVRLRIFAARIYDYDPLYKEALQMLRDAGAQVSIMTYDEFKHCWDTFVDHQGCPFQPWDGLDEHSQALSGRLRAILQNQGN
MIN6 prolif: induces beta-cell replication in MIN6 cells | MIN6 cells proliferation, ATPlite luminescence, 48 h; cells starved in 0.2% serum; 100% = growth in 10% serum | proliferation, % at 10 µM | 0.29% of 330,000 active | AID 2380;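 active = compounds whose signal lies at least 3.5 SD above the mean of all wells on their plate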;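 note: 0% = DMSO-treated cells in low-serum medium and 100% = 10% serum control; some compounds called inactive have numbers as strong as hits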
MPTP inh: blocks calcium-induced mitochondrial swelling; 1.4% of 360,000 active; AID 602449; isolated mouse mitochondria, Ca2+ swelling absorbance, 30 min; inhibition, % at 10 µM;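 active = inhibition of 50% or more, scaled per plate between neutral and stimulator controls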;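 note: 0% = DMSO wells given calcium and 100% = 1 mM EGTA wells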
mIAP act: increases mouse intestinal alkaline phosphatase activity; muIAP, CDP-Star luminescence, 30 min; stronger effect = higher value; 1 = vehicle-only enzyme signal, 0 = enzyme-free wells; activation factor at 10 µM; 0.24% of 330,000 active; AID 2805;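 active = activation factor of at least 2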; note: the source names both 10 and 20 µM as test concentration; values of inactives mirror those of a sister screen read the other way
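System: mouse IAP enzyme. Reagent: CDP-Star chemiluminescent phosphatase substrate. Benchmarks: DMSO wells, no-enzyme wells. Times: 30 min enzyme-substrate-compound incubation at room temperature. Detection: luminescence from enzymatic CDP-Star hydrolysis. Doses: test compounds delivered from DMSO solution.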
mIAP inh: mouse IAP inhibition; purified mouse IAP, CDP-Star luminescence, 30 min; inhibition, % at 10 µM; 0.2% of 330,000 active; AID 2806;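 active = inhibition of at least 40% at 10 µM in the primary screen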;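 note: plate controls were DMSO with enzyme for no effect and no enzyme wells for full effect; values of inactives mirror those of a sister screen read the other way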
NR3A LBD binder: modulators (binders) of human NR3A ligand-binding domain | 2.5% of 340,000 active | NR3A LBD differential scanning fluorimetry, Tm shift; 0% = protein alone, 100% = glycine-bound protein | Tm shift relative to glycine control, % at 25 µM;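 active = melting temperature shift of at least 10% of the positive control shift, at one fixed dose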
APOBEC3G inh: APOBEC3G (human) deaminase inhibition | recombinant A3G, ssDNA deamination FAM/TAMRA fluorescence | inhibition, % at 20 µM | 0.28% of 330,000 active | AID 493012;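 active = inhibition of at least 40% at 20 µM, with no more than 30% in the related APOBEC3A deaminase screen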;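 note: plate controls were DMSO wells with A3G for no effect and wells lacking A3G enzyme for full effect; some compounds called inactive have numbers as strong as hits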
Active calls of the source: *; i = inactive; . = not tested or not shown. Outcome played no part in choosing rows; 5% or so of the library scored in one or more.

SMILES | hIAP block | hIAP act | APOBEC3A inh | MIN6 prolif | MPTP inh | mIAP act | mIAP inh | NR3A LBD binder | APOBEC3G inh
CC(=O)c1cccc(OCC(O)CN2CCN(C(=O)c3ccco3)CC2)c1 (centres undefined) | 11 | 0.89 | -1 | -2 | -0.7 | 1 | -4 | -2 | -6
O=C(CNC(=O)c1ccccc1)OCCOc1cccc(Cl)c1 | 24 | 0.76 | 0 | -1 | 1.4 | 1.1 | -5 | 1 | 1
COC(=O)Cc1c(C)nc2nc(-c3cccnc3)[nH]n2c1=O | -24 | 1.2 | -1 | -1 | 0.2 | 0.91 | 9 | 1 | -5
C=CCO/N=C(/C)c1ccc(Oc2cnccn2)cc1 | -1 | 1 | 0 | -1 | 0.4 | 0.94 | 6 | -1 | -5
CC(=O)Nc1ccc(SC[C@H](C)CN2CC[C@H](O)CCC2=O)cc1 | 0 | 0.99 | -2 | 1 | -2.4 | 0.95 | 5 | 1 | -9
Cc1ccc(/C=N/N2CCN(c3ccccn3)CC2)cc1 | 2 | 0.98 | -5 | -1 | 3.6 | 1.1 | -10 | -8 | -11
O=C(CSc1ccc(Cl)cc1)N1CCOCC1 | -3 | 1 | 0 | 0 | -2.1 | 0.99 | 1 | 2 | 0
Cc1c(C(=O)Nc2ccc(F)c(F)c2)oc2ccc(S(=O)(=O)N3CCCCC3)cc12 | -20 | 1.2 | -3 | -1 | 26 | 0.94 | 6 | 31* | -4
O=C(N=C1SC2CS(=O)(=O)CC2N1c1ccc(F)cc1F)C1CC1 (centres undefined) | 34 | 0.67 | -3 | -3 | 0.0 | 0.91 | 9 | -2 | -5
COC(=O)c1c(NC(=O)C2CC=CCC2C(=O)O)sc(C)c1C (centres undefined) | -7 | 1.1 | -1 | -2 | 0.2 | 1 | -1 | 3 | -5
CN(CC(=O)Nc1ccc(F)c(F)c1F)C(=O)CCCSc1nc2ccccc2[nH]1 | 4 | 0.96 | -1 | 4 | 1.8 | 0.93 | 7 | 0 | -3
Cc1ccc(Nc2nc(C(=O)N3CCC(C(=O)NCCN4CCOCC4)CC3)cs2)cc1 | 7 | 0.93 | 2 | 1 | -2.0 | 0.82 | 18 | 0 | -1
O=C(NC(=S)Nc1ccccc1Br)c1ccco1 | -7 | 1.1 | 0 | -1 | -0.2 | 1.1 | -6 | 1 | 5
COc1ccc(-c2nc(SC(C)C(=O)NCC3CCCO3)n[nH]2)cc1 (centres undefined) | -10 | 1.1 | 22 | -3 | -1.9 | 0.96 | 4 | 0 | -6
O=C(CSc1nc2nn(-c3ccccc3)c(=O)c-2c2n1CCCCC2)NCCc1ccccc1 | -6 | 1.1 | 3 | 3 | -0.2 | 0.9 | 10 | -1 | 5
O=C(OCC(=O)N1CCN(c2ccccc2)CC1)c1ccccc1NCCO | 0 | 0.99 | 1 | 4 | -0.9 | 0.93 | 8 | 1 | -3
O=C(/C=C/c1ccccc1)NC(=S)Nc1cccnc1 | -25 | 1.2 | 5 | 1 | 1.1 | 0.96 | 4 | -1 | 3
COc1cc(CN(C)C)cc(C=O)c1O | -11 | 1.1 | -1 | -3 | -1.2 | 0.98 | 2 | -1 | -2
NC(N)=Nc1nc2ccccc2o1 | 5 | 0.95 | 0 | 1 | -0.5 | 0.99 | 1 | . | -5
C#CCOCCOCCOCCNc1nc(N2CCN(C(=O)CCCCCCCCCCNC(=O)[C@@H](CCSC)n3cc(CCO)nn3)CC2)nc(N2CCN(C(=O)CCCCCCCCCCNC(=O)[C@H]([C@@H](C)CC)n3cc(CCCCN=C(N)N)nn3)CC2)n1 | -53 | 1.5 | 3 | -5 | -12 | 22* | i | 7 | -3
C=CCn1cccc(C(=O)Nc2ccc(OCC)cc2)c1=O | 2 | 0.98 | -5 | -3 | -1.6 | 0.91 | 9 | -2 | -7
CCN(CC)CCN(C(=O)c1cccc(N2C(=O)CCC2=O)c1)c1nc2cc3c(cc2s1)OCO3 | -3 | 1 | 1 | 1 | -2.3 | 0.98 | 2 | 0 | 0
O=C1CC(N2CCN(c3ccccc3Cl)CC2)C(=O)N1c1cccc(F)c1 (centres undefined) | -7 | 1.1 | 5 | 1 | -1.6 | 0.86 | 14 | -1 | 4
CCOC(=O)CSc1ccc(C(=O)NCCCN2CCOCC2)cc1[N+](=O)[O-] | -17 | 1.2 | -2 | -3 | -0.6 | 0.97 | 3 | 2 | -8
Cc1ccc([N+](=O)[O-])cc1NC(=O)Nc1onc(C)c1C | 0 | 1 | -2 | 0 | 5.1 | 1 | 0 | -1 | -7
CC(=O)c1cc(F)c(N2CCN(C(=O)C(C)(C)C)CC2)cc1C | 10 | 0.9 | 1 | -2 | 0.3 | 1.1 | -5 | -1 | 3
O=C(NC1CCCCCCC1)c1cc([N+](=O)[O-])ccc1Cl | -10 | 1.1 | -5 | -4 | 0.5 | 1.1 | -7 | 0 | 1
COC(=O)Cn1c(=NC(=O)c2nc3ccccc3s2)sc2cc(S(N)(=O)=O)ccc21 | -11 | 1.1 | -6 | -2 | -1.4 | 0.84 | 16 | -2 | -12
Cc1nc(NC(=O)c2ccccc2)sc1-c1csc(NCc2ccccc2)n1 | -39 | 1.4 | -2 | -4 | 0.8 | 0.83 | 16 | 0 | 0
Cc1ccc(S(=O)(=O)Cc2cc(-c3ccc(Cl)cc3)no2)cc1 | -5 | 1.1 | -2 | -2 | 1.1 | 0.97 | 3 | -7 | -8

Rewritten as tab-separated lines: part of the list above
Molecule	hIAP block	hIAP act	APOBEC3A inh	MIN6 prolif	MPTP inh	mIAP act	mIAP inh	NR3A LBD binder	APOBEC3G inh
C=CCn1cccc(C(=O)Nc2ccc(OCC)cc2)c1=O	2	0.98	-5	-3	-1.6	0.91	9	-2	-7
CCN(CC)CCN(C(=O)c1cccc(N2C(=O)CCC2=O)c1)c1nc2cc3c(cc2s1)OCO3	-3	1	1	1	-2.3	0.98	2	0	0
O=C1CC(N2CCN(c3ccccc3Cl)CC2)C(=O)N1c1cccc(F)c1 (centres undefined)	-7	1.1	5	1	-1.6	0.86	14	-1	4
CCOC(=O)CSc1ccc(C(=O)NCCCN2CCOCC2)cc1[N+](=O)[O-]	-17	1.2	-2	-3	-0.6	0.97	3	2	-8
Cc1ccc([N+](=O)[O-])cc1NC(=O)Nc1onc(C)c1C	0	1	-2	0	5.1	1	0	-1	-7
CC(=O)c1cc(F)c(N2CCN(C(=O)C(C)(C)C)CC2)cc1C	10	0.9	1	-2	0.3	1.1	-5	-1	3
O=C(NC1CCCCCCC1)c1cc([N+](=O)[O-])ccc1Cl	-10	1.1	-5	-4	0.5	1.1	-7	0	1
COC(=O)Cn1c(=NC(=O)c2nc3ccccc3s2)sc2cc(S(N)(=O)=O)ccc21	-11	1.1	-6	-2	-1.4	0.84	16	-2	-12
Cc1nc(NC(=O)c2ccccc2)sc1-c1csc(NCc2ccccc2)n1	-39	1.4	-2	-4	0.8	0.83	16	0	0
Cc1ccc(S(=O)(=O)Cc2cc(-c3ccc(Cl)cc3)no2)cc1	-5	1.1	-2	-2	1.1	0.97	3	-7	-8

(further entries)
SMILES | hIAP block | hIAP act | APOBEC3A inh | MIN6 prolif | MPTP inh | mIAP act | mIAP inh | NR3A LBD binder | APOBEC3G inh
Cc1ccc(C(=O)OCC(=O)Nc2ccc3[nH]c(=O)[nH]c3c2)cc1S(=O)(=O)N1CCOCC1 | 4 | 0.96 | 4 | 0 | -0.8 | 1.2 | -19 | 3 | 4
CCCNC(=O)C(Cc1ccccc1)NS(=O)(=O)c1cccc2nsnc12 (centres undefined) | 3 | 0.97 | -1 | -1 | 1.2 | 0.99 | 1 | -2 | -1
O=C(CCNC(=O)c1ccccc1Cl)N/N=C\c1ccc(O)cc1 | -7 | 1.1 | -2 | 2 | 0.6 | 1 | -1 | 0 | -8
COc1cccc(-c2cc(C(F)(F)F)n3ncc(C(=O)NCC4CCCO4)c3n2)c1 (centres undefined) | 9 | 0.91 | -3 | 3 | -2.0 | 1 | -3 | 1 | -6
O=C(CCNS(=O)(=O)c1ccc(Br)cc1)NCc1cccs1 | 2 | 0.98 | 2 | 1 | -0.3 | 1 | 0 | 0 | -1
CCNC(=O)CC1C(=O)N(c2ccccc2)C(=O)N1Cc1ccc(OC)cc1 (centres undefined) | 0 | 0.99 | 3 | 0 | -0.5 | 1 | -1 | 0 | -2
CC(C)COc1ccc(CNC(=S)Nc2ccccc2)cc1Cl | -33 | 1.3 | -2 | -4 | 74* | 2.5* | -149 | 15* | -8
O=C(O)c1ccc(COc2c(F)c(F)cc(F)c2F)cc1 | 0 | 1 | -5 | 0 | 1.0 | 1 | 0 | -2 | -4
O=C1c2cccnc2C(Nc2ccc(S(=O)(=O)N3CCCCC3)cc2)N1Cc1ccccc1 (centres undefined) | 14 | 0.86 | 0 | -4 | 1.7 | 0.9 | 10 | 1 | -6
CCCn1c(NC(=O)C23CC4CC(CC(O)(C4)C2)C3)nc2ccccc21 | 14 | 0.85 | -1 | 2 | 0.0 | 1 | -1 | 1 | -3
O=C(CNC(=S)N(CCCN1CCOCC1)Cc1cccs1)NCCN1CCOCC1 | 7 | 0.93 | -1 | 0 | 0.4 | 1 | -2 | -5 | -4
C=CCNc1nc2c(c(=O)n(C)c(=O)n2C)n1Cc1ccc(F)cc1 | -17 | 1.2 | 1 | -6 | 13 | 0.9 | 10 | 0 | 1
Cn1c(N)c(C(=O)CSc2nnc(-c3ccccc3F)n2N)c(=O)n(C)c1=O | 1 | 0.99 | -3 | -3 | -0.8 | 1 | -2 | -2 | -4
CCCN(CCC)C(=O)C1c2ccccc2Oc2ccccc21 | -1 | 1 | -3 | 0 | 0.9 | 1 | -4 | -1 | -1
Cc1ccc(C(=O)Cn2nnc3c(sc4nc5c(c(-c6ccccc6)c43)CCC5)c2=O)cc1 | 3 | 0.97 | 4 | -4 | 3.2 | 0.94 | 6 | 0 | -1
O=C(NCc1ccccc1)C(c1ccncc1)N(C(=O)c1csnn1)C1CC1 (centres undefined) | -65 | 1.6 | -2 | 0 | -0.5 | 0.94 | 6 | 1 | -7
O=C(NCc1cccs1)c1ccncc1 | -11 | 1.1 | 3 | 0 | 0.9 | 0.95 | 5 | 2 | 3
CCC(C)NC(=O)COC(=O)c1ccc(Cl)cc1O (centres undefined) | -18 | 1.2 | 3 | -2 | -0.7 | 1.1 | -7 | 0 | -9
COc1ccc(C)cc1NC(=O)CCCN1C(=O)CN(C)C1=O | 8 | 0.92 | -4 | 5 | -0.2 | 0.98 | 2 | 2 | -10
Cc1cc(=O)[nH]c(SCC(=O)Nc2nnc(CC(C)C)s2)n1 | 3 | 0.97 | 3 | -2 | -0.4 | 1.1 | -6 | -1 | 1
CCN(C/C=C/c1ccccc1OC)Cc1ccccc1 | -6 | 1.1 | -4 | 0 | 0.9 | 0.95 | 5 | 0 | -5
COc1cc(OC)c(C(=O)NCc2ccc3c(c2)OCO3)cc1OC | -14 | 1.1 | -4 | -2 | 1.5 | 1.1 | -10 | -1 | -4
Cc1ccc(S(=O)(=O)N2CCN(CN3C(=O)CC4(CCCC4)C3=O)CC2)cc1 | 15 | 0.85 | -1 | -1 | -1.4 | 0.95 | 5 | 0 | -7

High-throughput results as filed in PubChem.
